Source: PubChem BioAssay (several laboratories)
TNAP activation fold: human TNAP enzyme activators, primary screen, biochemical, luminescent, no phosphate acceptor, uHTS (AID 1001). purified TNAP, luminescent activation assay, no phosphate acceptor; higher activation fold means a stronger effect. one-dose activation fold at 20 µM; EC50 in µM for titrated hits. actives 0.03% (n = 200,000); in the data active = activation fold from about 3, or a potency from the dose series; inactive = the rest, 99 in 100 with activation fold below about 1.6; note: many of its hits are not listed in these tables
P. falciparum M17LAP: P. falciparum M17LAP inhibitors, primary screen, biochemical, fluorogenic H-Leu-NHMec substrate, 1536-well (AID 1619) | actives 0.38% (n = 220,000) | inhibition, % at 30 µM, or IC50 in µM where a hit was titrated | recombinant M17LAP, H-Leu-NHMec fluorogenic kinetic assay; higher % means a stronger effect;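 active = compound inhibiting the enzyme by more than half at any dose during confirmatory dose-response retesting; inconclusive = strong single-dose inhibitors picked by rank but not retested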;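 note: plate controls were full reaction with DMSO carrier for no effect and no enzyme background for full effect; strong numbers were not always called active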
PMI inhibition: MPI inhibition at elevated mannose 6-phosphate – biochemical, fluorescence intensity, high mannose 6-phosphate, primary screen (AID 1220) | recombinant PMI enzyme, coupled fluorescence intensity; higher % means a stronger effect | inhibition, % at 20 µM; hits with a dose series show IC50 in µM | actives 0.66% (n = 190,000)
West Nile antiviral: inhibition of WNV-induced cytopathic effect – cell-based, CPE readout (AID 1621); actives 0.02% (n = 290,000); West Nile virus-infected cells, CPE inhibition; higher % means a stronger effect; CPE inhibition, % at 10 µM; hits with a dose series show IC50 in µM; in the data active = a potency from the dose series; inconclusive = CPE inhibition mostly from about 3.7% at the one dose, without a potency; inactive = the rest, 99 in 100 with CPE inhibition below about 2.2%; note: strong numbers were not always called active
T cell HTS: T cell immune modulation candidate. 2C CD8+ T cell-vesicle binding, flow cytometry; active compounds read low. calls only at 7 µM. actives 0.068% (n = 330,000);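 active = response, share of CD8 T cells binding vesicles, and their 90th percentile fluorescence all below set limits, cut at about 80% in these data, passing the limit was not always enough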
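Material: murine 2C transgenic CD8+ T lymphocytes / Also added: QL9-peptide-loaded Drosophila micro-vesicles bearing Ld, ICAM-1 and B7-1 / Schedule: binding step 1.5 h, 37 °C, antibody labelling 20 min, ice / Signal: flow cytometry, PE anti-B7-1 (FL2) versus Alexa647 anti-CD8 (FL8), PFA-fixed / Evaluation: percent CD8+ FL2 mean versus row control / Benchmarks: naked versus QL9-loaded vesicles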
P. falciparum M1AAP: malaria alanyl aminopeptidase activity blockers – biochemical, fluorogenic H-Leu-NHMec substrate, 1536-well (AID 1445); actives 0.42% (n = 220,000); inhibition, % at 30 µM, or IC50 in µM where a hit was titrated; recombinant M1AAP, H-Leu-NHMec fluorogenic kinetic assay; higher % means a stronger effect;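 active = primary inhibition above the hit cutoff, then over 50% inhibition at one or more dose response concentrations, cut at about 23% in these data, passing the limit was not always enough; inconclusive = conflicting primary data, or primary hits not chosen for dose response; inactive = low primary inhibition, or under 50% at every dose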;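 note: plate controls were DMSO full reaction for no effect and no enzyme background for full effect; strong numbers were not always called active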
PMI inhibitors: inhibitors of human PMI, primary screen, biochemical, fluorescence intensity, coupled assay (AID 1209) | purified PMI enzyme, coupled fluorescence intensity; higher % means a stronger effect | inhibition, % at 20 µM; hits with a dose series show IC50 in µM | actives 0.42% (n = 190,000);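 note: plate controls were DMSO vehicle for no effect and wells lacking substrate for full effect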
RSV CPE inhibition: inhibition of RSV-induced cytopathic effect – HEp-2 cells, primary 10 µM value included (AID 2391). CPE inhibition, % at 10 µM; hits with a dose series show IC50 in µM. HEp-2 cells, RSV-induced CPE inhibition; higher % means a stronger effect. actives 0.13% (n = 310,000); in the data active = a potency from the dose series; inconclusive = CPE inhibition mostly from about 23% at the one dose, without a potency; inactive = the rest, 99 in 100 with CPE inhibition below about 21%; note: strong numbers were not always called active
UTI89 phage lysis: protection from phage-mediated lysis, alamar blue read-out – E. coli UTI89, K1F phage, bacterial capsule biogenesis inhibitors (AID 488966); E. coli UTI89 K1F phage lysis, alamar blue, 2 h; higher % means a stronger effect; one-dose inhibition, % at 100 µM; IC50 in µM for titrated hits; actives 0.02% (n = 340,000);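 active = phage lysis inhibition, versus mean bacterial control, above a set limit; inconclusive = no clear call, values can overlap the other calls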;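 note: capsule biogenesis inhibitors block K1F phage lysis so surviving cells raise fluorescence; higher fluorescence means more inhibition of phage lysis; actives were called in the ten point dose series up to 300 µM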
T cell HTS vesicle-bound %: further read-out of T cell HTS, marked with its call; double positive events, %; measured here: CD8+ vesicle-bound cell fraction;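 binding gate set so that unloaded-vesicle control wells show 10% double positive cells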
An asterisk follows results filed as active; i = inactive; u = inconclusive; x = not tested or not shown; [ ] = dose if it differs, or a comment. Cut-off read from the data, not from the text of the source, unless noted: active = inhibition above about 50%; inactive = the rest. An unsorted share of the library. About 1.5% of those tested had a hit in this group.

Below each compound – TNAP activation fold | P. falciparum M17LAP | PMI inhibition | West Nile antiviral | T cell HTS | T cell HTS vesicle-bound % | P. falciparum M1AAP | PMI inhibitors | RSV CPE inhibition | UTI89 phage lysis
> CCCOC(=O)C[N+](C)(C)CCOC1CC2CCC1(C)C2(C)C (stereo not drawn)
 : x | -1% | x | -0.1% | i | 24 | 3% | x | 0.9% | 1.4%[50 µM]
> Cn1c(=O)c2c(nc(SCCN3CCCCC3)n2Cc2ccccc2)n(C)c1=O
 : 1.1 | 10% | 1% | -2.0% | i | 37 | 9% | 4% | -0.8% | 1.0%
> O=C(Nc1ccc(S(=O)(=O)NC2=NCCCCC2)cc1)c1ccc2ccccc2n1
 : 1.1 | 5% | 6% | -0.7% | i | 24 | 7% | 1% | 0.8% | 0.1%
> COc1ccccc1N1CCN(C2CCCN(S(=O)(=O)c3cccc(Cl)c3)C2)CC1 (stereo not drawn)
 : x | x | x | -1.1% | i | 7 | x | x | 2.3% | 0.0%
> COc1ccc2[nH]c3c(=O)n(Cc4ccncc4)cnc3c2c1
 : x | 3% | x | 0.5% | i | 32 | 5% | x | 1.7% | 0.0%
> Cc1c(Cl)ccc2c(C(N)=O)cc(-c3ccccn3)nc12
 : 1.1 | -4% | -9% | -0.3% | i | 46 | 3% | -14% | 3.5% | 0.1%
> CCCCCCNCc1c(F)cccc1Cl
 : 1.1 | 2% | 6% | 0.0% | i | 18 | 4% | -4% | 0.5% | 4.8%
> O=C(c1ccc2c(c1)OCO2)C1CCCN(Cc2cccc(C(F)(F)F)c2)C1 (stereo not drawn)
 : x | x | x | -0.4% | i | 64 | x | x | 1.7% | 0.2%
> COc1ccc(-n2cc3c(-c4cccc(Br)c4)nnc(C)c3n2)cc1
 : 1.2 | 3% | 6% | -0.4% | i | 55 | -6% | 10% | 8.8% | 0.1%
> COc1ccccc1NC(=O)CSc1nnc(C)n1Cc1ccccc1
 : 1 | 0% | 13% | -1.1% | i | 66 | -6% | 9% | 0.2% | 3.8%
> O=C(NNC(=S)NCc1ccc(Cl)cc1)c1ccc2c(c1)OCO2
 : 1.1 | -8% | 0% | -0.5% | i | 5 | 7% | -1% | 1.7% | -0.1%
> Cc1cc(C)cc(C(=O)Nc2cccnc2Cl)c1
 : x | x | x | -1.6% | i | 33 | x | x | -2.3% | 0.3%
> O=C(NCc1ccc(Cl)cc1)C(=O)NCC(c1ccco1)N1CCOCC1 (stereo not drawn)
 : 0.9 | -1% | -1% | -1.1% | i | 5 | 5% | -6% | 1.7% | 1.2%[50 µM]
> CC(=O)Nc1nc(-c2ccccc2)nc(C)c1C(C)=O
 : 1.1 | 4% | 8% | 0.1% | i | 47 | -5% | 10% | 2.6% | 3.7%
> Cc1cccc(NC(=O)CNC(=O)COc2ccc(C(=O)c3ccc(F)cc3)cc2)c1C
 : 1.1 | -8% | 0% | -1.4% | i | 47 | 5% | -2% | 3.2% | 2.3%[50 µM]
> CCOC(=O)c1c(C)n(C)c2ccc(OC)c(NC(=O)c3cccs3)c12
 : 1.1 | -13% | 8% | -0.9% | i | 28 | 5% | 6% | 6.5% | -0.2%
> CCOC(=O)C1CCN(C(=O)CN2C(=O)C(C(C)C)Oc3ccccc32)CC1 (stereo not drawn)
 : x | x | x | 0.0% | i | 43 | x | x | 1.6% | 0.0%
> COc1ccc(C(=O)O/N=C(\N)Cc2cccs2)cc1OC
 : x | x | x | 0.3% | i | 69 | x | x | 2.2% | -0.2%
> CCOC(=O)c1ccc(NS(=O)(=O)c2cccc3nsnc23)cc1
 : 1.1 | 16% | 0% | 0.3% | i | 55 | 3% | 5% | -1.2% | 0.1%
> O=C(NC1CCCc2ccccc21)c1ccccn1 (stereo not drawn)
 : x | x | x | -0.5% | i | 42 | x | x | 1.3% | 0.2%

Overlap with the part before: 3 compounds, then new ones.
Below each compound – TNAP activation fold | P. falciparum M17LAP | PMI inhibition | West Nile antiviral | T cell HTS | T cell HTS vesicle-bound % | P. falciparum M1AAP | PMI inhibitors | RSV CPE inhibition | UTI89 phage lysis
> COc1ccc(C(=O)O/N=C(\N)Cc2cccs2)cc1OC
 : x | x | x | 0.3% | i | 69 | x | x | 2.2% | -0.2%
> CCOC(=O)c1ccc(NS(=O)(=O)c2cccc3nsnc23)cc1
 : 1.1 | 16% | 0% | 0.3% | i | 55 | 3% | 5% | -1.2% | 0.1%
> O=C(NC1CCCc2ccccc21)c1ccccn1 (stereo not drawn)
 : x | x | x | -0.5% | i | 42 | x | x | 1.3% | 0.2%
> COc1ccc(N2CCN(CCNC(=O)Nc3cc(Cl)ccc3OC)CC2)cc1
 : x | x | x | 0.4% | i | 27 | x | x | 6.0% | 0.2%
> CCS(=O)(=O)N1CCN=C1SCc1cccnc1
 : 1 | 0% | 2% | -0.2% | i | 55 | 5% | -1% | 2.1% | 0.0%
> COc1ccccc1-c1nnc(NC(=O)C(C)C)s1
 : 1 | -1% | -3% | 0.6% | i | 56 | -5% | 2% | 2.2% | 1.0%
> O=[N+]([O-])c1cc([N+](=O)[O-])c(Oc2cncc(Cl)c2)cc1NN1CCCCC1
 : x | x | x | -0.8% | i | 52 | x | x | 2.8% | 0.9%
> COc1ccc(/C=N/NC(=O)c2ccccc2)cc1OS(=O)(=O)c1ccccc1
 : 1.1 | -3% | 7% | -0.7% | i | 26 | 4% | 12% | 4.4% | 0.0%
> CCN(CC)CCNc1ccc(Cl)cc1[N+](=O)[O-]
 : x | x | x | -0.6% | i | 26 | x | x | 0.8% | 0.3%
> COc1ccc(OC)c(/C=N/NC(=O)CCc2c(C)n[nH]c2C)c1
 : x | -37% | x | 0.1% | i | 21 | 15% | x | x | -1.0%
> Cc1ccc(C)c(S(=O)(=O)N/N=C/c2ccc(C(=O)O)cc2)c1
 : 1.1 | 27% | -36% | -0.1% | i | 36 | 1% | -48% | 0.0% | 2.5%[50 µM]
> CC(C)NCCCCOc1ccccc1-c1ccccc1
 : 1 | 8% | 1% | -0.2% | i | 12 | 4% | 0% | 0.6% | x
> COC(=O)C1=C(CSc2nnnn2C)NC(=O)NC1c1cc(C)ccc1C (stereo not drawn)
 : 1.1 | 19% | -3% | 0.2% | i | 20 | 6% | 5% | 3.8% | 3.9%
> O=C(O)COc1ccc(Nc2ccccc2)cc1
 : 1.1 | 2% | 31% | 0.4% | i | 65 | 3% | 0% | 1.4% | -0.9%
> CCOc1ccc(NC(=O)C(=O)N/N=C/c2ccccc2F)cc1
 : 1.1 | -8% | -4% | -0.4% | i | 58 | -1% | -4% | 2.1% | -0.3%
> N#CCO/N=C/C(=O)Nc1ccc(F)cc1F
 : 1.1 | 1% | -18% | -0.4% | i | 46 | -1% | -8% | 1.0% | 0.1%
> COc1cc(OC)c(OC)cc1/C=N/NC(=O)c1cc(-c2cccn2C)n[nH]1
 : 0.1 | 16% | 15% | 0.3% | i | 19 | 11% | 5% | 0.8% | 0.0%
> CCOc1ccc(NC(=O)NNC(=O)c2cc3ccccc3cc2O)cc1
 : x | x | x | -0.3% | i | 21 | x | x | 1.3% | 0.2%
> N#Cc1c(N)oc(-c2ccccc2)c1-c1ccccc1
 : 1 | -5% | 13% | -0.6% | i | 23 | 5% | 9% | -0.9% | 0.0%
> O=C(Nc1ccnn1C1CCN(C(=O)c2cccc(Cl)c2)CC1)C1CC1
 : x | x | x | -1.0% | i | 35 | x | x | -2.0% | 0.2%
> O=C1CCCN1c1ccc(S(=O)(=O)NCCOc2ccccc2)cc1
 : 1.1 | 13% | -10% | -1.4% | i | 37 | -4% | -9% | 16% | 1.4%
> COc1ccc(CC(NC(C)=O)C(=O)NC2CCN(C(=O)c3ccc([N+](=O)[O-])cc3)CC2)cc1OC (stereo not drawn)
 : x | 1% | x | 0.0% | i | 23 | 2% | x | 5.3% | 0.2%
> CCn1cc(C(=O)NP(=O)(Nc2ccc(C)cc2)Nc2ccc(C)cc2)c2ccccc21
 : x | -8% | x | -0.5% | i | 37 | -1% | x | 1.4% | -0.3%
> Cn1nnnc1SCCNS(=O)(=O)c1ccccc1
 : 1.1 | 1% | -10% | 0.4% | i | 39 | -2% | -3% | 1.5% | 0.0%
> COCCCn1c(=O)/c(=C\c2ccccc2OC(C)C)s/c1=C(/C#N)C(=O)Nc1ccc(C(=O)O)cc1
 : x | -1% | x | 1.4% | i | 49 | -3% | x | u | 0.1%
> Cc1ccc(-c2nc3cc(NS(=O)(=O)c4ccc(C)cc4)ccc3o2)cc1
 : 1 | 11% | 20% | 3.2% | i | 12 | 4% | 22% | -3.5% | 6.7%
> Cc1ccc(-c2cc(C(F)(F)F)n3nc(C(=O)Nc4ccon4)cc3n2)cc1C
 : x | -4% | x | 0.2% | i | 37 | 8% | x | 0.1% | -0.1%
> O=C(Nc1ccc(Cl)cc1)OCc1cc(-c2ccccc2)on1
 : 1 | -3% | 3% | 0.2% | i | 60 | 2% | 6% | 4.0% | -0.1%
> O=C1c2ccc(Oc3ccc([N+](=O)[O-])cc3)cc2C(=O)N1c1ccncc1
 : 1 | 3% | -15% | 0.5% | i | 29 | -4% | -33% | 4.2% | 0.0%
> CCOC(=O)NC(=O)CSc1nnc(C)s1
 : 1.1 | -4% | 11% | 0.2% | i | 22 | 3% | 16% | -0.5% | 2.4%[50 µM]
> COCC(=O)NC1CCN(S(=O)(=O)c2cccc(C(C)=O)c2)CC1
 : 1.1 | -7% | -7% | 0.4% | i | 35 | 3% | -1% | 2.2% | -1.1%
> CCOC(=O)Nc1ccc2c(CN3CCC(C(=O)OC)CC3)cc(=O)oc2c1
 : x | x | x | -0.4% | i | 51 | x | x | 1.7% | 0.2%
> CC(C)(CC(=O)O)CC(=O)N1CCCN(c2nccc(C(F)(F)F)n2)CC1
 : x | x | x | -0.3% | i | 39 | x | x | -0.2% | -0.1%
> Nc1c(-c2ccc(Cl)cc2)cnn1C1CCS(=O)(=O)C1 (stereo not drawn)
 : 1.1 | 9% | -6% | -0.2% | i | 17 | 1% | 14% | 14% | 0.2%
